L3MBTL1 block: inhibitors of human L3MBTL1. Q9Y468. AlphaScreen L3MBTL1–H3K9me1 peptide binding. Potency, µM (titrated, usually from 57.1 µM), inactives show at the highest dose activity, negative = inhibition, usual class: inhibitors. 230,000 compounds, 0.66% hits; also: % is scaled to controls: 0 for no effect and ±100 for the full control effect; nearly all actives have a fitted effect of over 60% in size
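Read-out is AlphaScreen signal from streptavidin donor and nickel chelate acceptor beads (10 ug/mL final each) bridging L3MBTL1 (50 nM) and biotinylated K9-monomethylated H3(1-15) peptide (75 nM), after 30 min compound exposure at room temperature.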
TRb SRC2 PPI: disrupts binding of human TR beta to SRC2; P10828; TRbeta-SRC2 peptide binding, fluorescence polarization; receptor liganded with 1 µM T3; Potency, µM (doses to about 106 µM), for the others: top-dose activity change, negative = inhibition, hits mostly inhibitors; 280,000 compounds, 0.065% hits;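 also: plate controls were bound peptide for no effect and peptide without receptor for full effect; nearly all actives have a fitted effect of over 50% in size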
Target sequence (P10828 whole entry, looked up): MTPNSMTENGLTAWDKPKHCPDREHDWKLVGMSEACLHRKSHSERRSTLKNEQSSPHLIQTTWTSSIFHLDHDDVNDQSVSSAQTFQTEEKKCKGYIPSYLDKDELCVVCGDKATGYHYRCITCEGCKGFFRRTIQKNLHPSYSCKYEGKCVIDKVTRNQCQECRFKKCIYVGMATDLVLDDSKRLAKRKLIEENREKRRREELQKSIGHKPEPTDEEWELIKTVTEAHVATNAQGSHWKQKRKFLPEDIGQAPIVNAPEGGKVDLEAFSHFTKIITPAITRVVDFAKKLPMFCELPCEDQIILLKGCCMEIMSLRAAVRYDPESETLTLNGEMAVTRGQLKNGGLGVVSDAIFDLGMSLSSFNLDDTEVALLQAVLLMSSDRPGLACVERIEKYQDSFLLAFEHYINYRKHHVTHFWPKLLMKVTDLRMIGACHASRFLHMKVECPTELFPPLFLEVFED
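Human TRb LBD (0.6 uM) plus Texas Red-labeled SRC2 peptide (20 nM), 1uM T3, 5% DMSO, 5 hr at ambient temperature. Decreased polarization (555/632 nm) flags inhibition; data normalized to free and bound peptide controls.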
TexasRed fluor: counter-screen for TRb-SRC2 inhibitors: fluorescence interference. TRb/SRC2 Texas Red total fluorescence interference. Potency, µM (series often up to 106 µM), without a hit: top-dose fluorescence change, negative = quenching. 280,000 compounds, 0.29% hits. AID 1479; active = well fitted curve in either direction with a large enough effect; inconclusive = small, poorly fitted or top-dose-only effect; also: % is scaled to controls: 0 for no effect and ±100 for the full control effect
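Human TRβ ligand-binding domain (0.6 uM) and Texas Red SRC2 peptide (20 nM) in Tris buffer with 1 uM T3 and 5% DMSO were incubated with pinned compound for 5 hr at ambient temperature. Total fluorescence was computed as S + 2P (555/632 nm).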
Tau fibril FP: inhibitors of human tau fibril formation | P10636 | Potency, µM (doses to about 57.7 µM), for the others: at the top dose activity, negative = inhibition, usual class: inhibitors | 280,000 compounds, 0.39% hits | K18 P301L tau heparin fibrillization, Alexa594 FP, 6 h; also: % is scaled to controls: 0 for no effect and ±100 for the full control effect; nearly all actives have a fitted effect of over 55% in size
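Quantitative HTS format: compounds meet 15 uM recombinant K18 P301L tau and Alexa 594-tau tracer in 100 mM sodium acetate pH 7; 20 uM heparin triggers fibrillization at 37 C over 6 hr; FP gives the signal.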
HTT ATP protect: cytoprotection in Huntington HTT-Q103 PC12 cell model; AID 1471; PC12 HTT-Q103 induced, cytoprotection, ATP luminescence, 40 h; Potency, µM (top dose mostly 56.4 µM), for the others: cytoprotection (ATP increase), most hits filed as activators; 230,000 compounds, 0.14% hits;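 also: % of control where 0% means no effect; nearly all actives have a fitted effect of over 45% in size; toxic huntingtin expression switched on by the ecdysone agonist tebufenozide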
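Readout: ATPlite luminescence (ATP level). Model: stable PC12, inducible Htt exon1 Q103-GFP. Inducer: tebufenozide, 100 nM final. Compounds: dose series. No G418 in medium.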
Tau fibril ThT: tau fibrillization inhibition (ThT binding) | recombinant tau K18 P301L, heparin-induced fibrillization, ThT fluorescence | Potency, µM (top dose mostly 57.4 µM), without a hit: top-dose activity, negative = inhibition, hits mostly inhibitors | P10636 | 270,000 compounds, 2.1% hits; also: % is scaled to controls: 0 for no effect and ±100 for the full control effect; nearly all actives have a fitted effect of over 55% in size
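Recombinant human tau K18 fragment […] carrying P301L, 15 uM unlabeled plus 0.24 uM Alexa 594-labeled, was fibrillized with 20 uM heparin in 100 mM sodium acetate pH 7 for 6 hr at 37 C; 30 uM ThT fluorescence read after 1 hr.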
Tau fluor counter: counter-screen for tau fibril formation inhibitors; tau K18 P301L (four-repeat tau fragment) Alexa594 fluorescence, heparin fibrillization; Potency, µM (titrated, usually from 57.7 µM), for inactives: at the top dose activity change, negative = decrease; 280,000 compounds, 0.93% hits; AID 1463; also: % is scaled to controls: 0 for no effect and ±100 for the full control effect; nearly all actives have a fitted effect of over 55% in size
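Human K18 P301L tau (15 uM unlabeled plus 0.24 uM Alexa 594-labeled, final) in 100 mM sodium acetate pH 7 was mixed with compound and 20 uM heparin and incubated 6 hr at 37 C.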
RECQ1 inh: RECQ1 (human) helicase inhibition; RECQ1 DNA unwinding, red fluorescence kinetic read; Potency, µM (highest dose often 57.3 µM), without a hit: at the highest dose activity, negative = inhibition, usual class: inhibitors; 240,000 compounds, 0.54% hits; AID 2549;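 also: plate controls were vehicle for no effect and no enzyme for full effect; nearly all actives have a fitted effect of over 30% in size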
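50 nM RECQ1T1 preincubated 15 min with compound in Tris pH 8.0 buffer with MgCl2, DTT, Tween-20 and 2.5 ug/ml poly(dI-dC); started with 200 nM TAMRA/BHQ-2 forked duplex and 2 mM ATP. Unwinding read as fluorescence (525/598 nm), two reads 2 h apart.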
Numbers without * were called inactive; ? = inconclusive; / = not tested or not shown; & = joins results of further samples; [ ] = remark or other dose. Unless noted, calls follow the shape of the dose curve; as a rule, active = well fitted curve in the direction sought with a large enough effect; inconclusive = small, poorly fitted or top-dose-only effect, or another doubt; inactive = no such curve, though single readings can be large; an effect the other way counts as inactive or inconclusive. Potency is read from the fitted curve at half-maximal effect. These rows are one share of the data; rates above refer to the full screens.

SMILES | L3MBTL1 block | TRb SRC2 PPI | TexasRed fluor | Tau fibril FP | HTT ATP protect | Tau fibril ThT | Tau fluor counter | RECQ1 inh
C/C(O)=C1\C(=O)[C@@H]2[C@H]3c4c[nH]c5cccc(c45)C[C@H]3C(C)(C)N2C1=O | / | -0.2%&2.2% | -4.2%&-2.9% | -2.5%&3.1% | -117.1%&-105.5%[inhibitor] | ? | -17.9%&-6.2% | 5.9%
C[C@]12CC[C@H]3[C@@H](CCC4=CC(=O)CC[C@@]43C)[C@@H]1CC[C@@H]2C(=O)CO | -5.7% | -4.4% | -8.1% | 12.0% | / | ? | -14.7% | -11.2%
